Screens as filed in PubChem.
LGR2 antag: inhibitors of bursicon-induced LGR2 CRE-luciferase signal, primary screen, cell-based, HEK293, CRE-luciferase reporter, bursicon stimulation | inhibition, % at 9.99 µM | bursicon-stimulated, 4 h | Drosophila bursicon receptor LGR2 (rickets) | hit rate 0.35% among 380,000;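 active = drop in luminescence signal, shown as inhibition above about 50% in the replicate tests, limit read from the data, passing the limit was not always enough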;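 note: agonist challenge used bursicon conditioned medium at about half maximal strength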
Xi reactivation: activators of inactive X chromosome reactivation, primary screen, imaging, XiGFP fibroblasts, GFP high-content imaging, set 2; XiGFP mouse fibroblasts, % GFP-positive cells imaging, 3 d; cells co-treated with 5-aza-dC sensitizer; scaled so ellipticine positive control = 100%; activation, % at 7.58 µM; hit rate 0.055% among 360,000;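 active = mean normalized replicate activation at least 10% and every replicate at or above 10%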;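 note: 0% = median of on-plate neutral control wells and 100% = ellipticine 6 µM median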
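material = 68-5-11 XiGFP fibroblast line | medium = DMEM plus 5-aza-dC sensitizer | schedule = 3 days compound exposure | benchmarks = positive control ellipticine, 6 µM final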
Starred values were filed as active, the others as inactive. Some of the compounds tested (hit frequency here may not be typical).

canonical_smiles | LGR2 antag | Xi reactivation
CCC(=O)Oc1ccc2c(=O)c(-c3ccc4ccccc4n3)c(CC)oc2c1C | -7.7 | 0.5
O=C(NCCCN1CCOCC1)c1ccc(Sc2ccccc2Cl)c([N+](=O)[O-])c1 | -20.5 | 0.1
COCCn1c(SC(C(=O)Nc2cc(C)ccc2OC)c2ccccc2)nnc1-c1ccc(Cl)cc1 (centres undefined) | 6.3 | 0.1
COc1ccc(Cn2c(=S)[nH]c3ccsc3c2=O)cc1 | 21.1 | -0.2
CN(c1ccccc1)c1ccc(/C=N/NC(=O)CC#N)cc1 | -14.7 | 0.1
C/C(=N\NC(=O)C(=O)Nc1ccc(C)c(Cl)c1)c1ccncc1 | 8.7 | 0.0
COc1ccc2c(c1)-c1nc(/N=C/c3ccc(O)cc3)sc1CC2 | -18.5 | 0.2
COc1cc(OC)cc(C(=O)NNC(=O)Cc2ccc(OC)c(S(=O)(=O)N3CCOCC3)c2)c1 | 44.3 | 1.1
CNC(=O)/C(=C\c1ccc2c(c1)OCO2)NC(=O)c1ccc(Br)cc1 | -8.6 | 0.2
CC(C)CC(NC(=O)C(NC(=O)C(Cc1ccc(OCc2ccccc2)cc1)NC(=O)OC(C)(C)C)C(C)C)C(N)=O (centres undefined) | 17.6 | 0.1

canonical_smiles | LGR2 antag | Xi reactivation
CCOc1cc(NC(=S)NCCCN(C)C)c(OCC)cc1NC(=O)c1cccs1 | -18.9 | 0.2
Cc1ccc(C(=O)/C=C/NCc2ccc(F)cc2)cc1 | 4.8 | 0.5
O=C(NCCC1=CCCCC1)C(=O)NCc1ccccc1 | -41.1 | 2.0
COCCCNC(=S)Nc1ccc(CC(=O)O)cc1 | -12.8 | 0.0
CCN(CC)c1ccc(/C=N/OC(C)C(=O)Nc2ccc(C)cc2)cc1 (centres undefined) | -3.1 | 0.2
O=C(N/N=C/c1ccc(Br)cc1)c1ccc(Br)o1 | -51.5 | 0.2
CCCCOc1ccc(C(=O)Nn2c(-c3cccs3)nc3ccccc3c2=O)cc1 | 11.5 | 0.0
Cc1ccc(NC(=O)COC(=O)C(NS(=O)(=O)c2ccc(Cl)cc2)C(C)O)c(Br)c1 (centres undefined) | 33.2 | -0.1
S=C(Nc1ccccc1Cl)N1CCOCC1 | -18.2 | 0.1
O=C(NC1=NCCS1)c1cc(-c2cccc(Br)c2)nc2ccccc12 | -9.1 | -0.1

canonical_smiles | LGR2 antag | Xi reactivation
Cc1cc(-c2n[nH]c(=S)n2/N=C/c2sccc2C)n[nH]1 | -6.3 | 0.4
Cc1cc(/C=N/n2c(COc3ccccc3)nc3ccccc3c2=O)c(O)c([N+](=O)[O-])c1 | 27.3 | 0.6
CC(C)(C)NC(=O)c1cc([N+](=O)[O-])ccc1N1CCCCC1 | -11.4 | 0.3
CN1CCN(CC(=O)Nc2nnc(-c3cccs3)s2)CC1 | 13.9 | 0.0
Cc1cccc(/C=N\Nc2nnc(-c3ccccc3)c(=O)[nH]2)c1 | 2.6 | -0.1
CC1CCN(C(=O)c2cc(Cl)nc3ccccc23)CC1 | 4.8 | 0.0
CCNc1nc(NCC)nc(SCCOC(=O)Nc2ccc(Cl)cc2Cl)n1 | -11.2 | -0.1
O=[N+]([O-])c1ccc(N2CCN(c3ccccc3O)CC2)c(Cl)c1 | 2.9 | 0.3
CC1CCC2C(=O)N(c3ccc(NC4CCCCC4)c([N+](=O)[O-])c3)C(=O)C2C1 (centres undefined) | -2.1 | -0.1
COC(=O)c1ccc(COC(=O)c2ccccc2OC)cc1 | -56.1 | -0.1

canonical_smiles | LGR2 antag | Xi reactivation
C/C(=N\NC(=O)CC1(C)OCCO1)c1cccs1 | -7.5 | 0.0
CC(=O)NN1C(=O)/C(=C/c2ccc(C(C)C)cc2)SC1=S | 12.2 | 0.4
CC1=C(C)/C(=N\OS(=O)(=O)c2ccc(C)cc2)C=CC1=O | -32.2 | 7.1
Cc1ccc(C)c(NC(=S)Nc2ccc(S(=O)(=O)Nc3ncccn3)cc2)c1 | -1.6 | -0.1
Cc1ccc(C)c(NC(=S)NNC(=O)c2cc3c(s2)CCC(C)C3)c1 (centres undefined) | 2.8 | 0.0
CN1C2CCC1/C(=C\c1ccc(F)cc1)C(=O)/C2=C/c1ccc(F)cc1 | 9.8 | 0.0
Cc1nnn(-c2nonc2N)c1C(=O)N/N=C/c1ccccc1O | 12.9 | -0.1
O=C(NCc1ccc(-c2nc3ccccc3s2)cc1)c1cc2ccccc2o1 | -9.2 | 0.5
c1ccc2[nH]c(SCc3cn4cccnc4n3)nc2c1 | -14.7 | 0.0
COc1ccc(/C=C/C(=O)c2ccccc2)cc1Cn1nnc2ccccc21 | 12.7 | 0.0

canonical_smiles | LGR2 antag | Xi reactivation
O=C1OCCC1Sc1nnc(-c2ccc(Cl)cc2)n1Cc1ccccc1 (centres undefined) | 10.2 | 1.7
Cc1[nH]c2ccccc2c1/C=N/Nc1nc(N2CCCCC2)nc(N2CCCCC2)n1 | -4.2 | 0.1
CC(C)c1ccc(S(=O)(=O)c2nnn3c2nc(N2CCCCC2)c2ccccc23)cc1 | 2.5 | 0.0
CN(C)CC(C)(C)CNC(=S)NCc1ccc2c(c1)OCO2 | -3.0 | 0.0
CCOC(=O)/C(=N\Nc1ccc(Cl)cc1)Sc1nnc(-c2ccc(OC)cc2)n1C | 5.5 | 0.1
C=CCn1c(SCC(=O)NC(=O)c2cccc([N+](=O)[O-])c2)nnc1-c1ccccc1 | 2.0 | 0.2
COc1ccccc1NC(=S)NC(=O)/C=C/c1ccco1 | 6.7 | 0.3
O=C(NCc1ccccc1)C1CCCN(S(=O)(=O)c2cccc3nonc23)C1 (centres undefined) | -5.8 | 0.4
CCOC(=O)C(Nc1ccc2ccccc2c1)C(=O)OCC | -9.5 | 0.0
O=C(NCCO)c1ccc(CSc2nc3ccccc3[nH]2)cc1 | -19.6 | 0.0

canonical_smiles | LGR2 antag | Xi reactivation
Cc1cc(C)c(S(=O)(=O)N2CCCOC2CNC(=O)C(=O)NCCC2=CCCCC2)c(C)c1 (centres undefined) | -4.0 | 0.3
O=C1CC(=O)N2N=C(c3ccc([N+](=O)[O-])cc3)SC2=N1 | 6.0 | 0.1
CCCCC(CC)CNC(=O)C(=O)c1ccccc1NC(C)=O (centres undefined) | 2.0 | -0.1
CCOC(=O)N1C(=O)C2(CCCCC2)N(c2ccccc2Cl)C1=S | -9.5 | 0.0
Brc1c(CSc2nc3ccccc3s2)nc2ncccn12 | -32.8 | 0.0
Cc1ccc(OCCOCCOc2cccc3cccnc23)c(Br)c1 | -11.6 | 0.1
Cc1cccc(NC(=O)CCSc2ccccn2)c1 | -19.5 | 0.1
COc1ccc(C(=O)Nc2ccc(Cl)cc2C(=O)N2CCCC(C)C2)cc1OC (centres undefined) | -20.7 | -0.1
CCN(CCO)Cc1csc2ccc(Cl)cc12 | 10.8 | 2.6
Cc1nn(-c2ccccc2)c(N2CCCC2)c1/C=N/Nc1ccc(S(=O)(=O)Nc2ccccc2)cc1[N+](=O)[O-] | 4.3 | 0.2

canonical_smiles | LGR2 antag | Xi reactivation
COc1ccc(NC(=O)CSc2ncnc3c2sc2ccccc23)c(OC)c1 | -10.9 | 0.5
COC(=O)C1(C)CN(S(=O)(=O)c2ccc(C)cc2)c2cc(OC)ccc2C1=O (centres undefined) | 7.4 | 0.1
Cc1cc(C(=O)CSc2ncn[nH]2)c(C)n1-c1cccc(S(=O)(=O)N2CCOCC2)c1 | 17.8 | 0.0
Nc1ccc(C(=O)N/N=C\C=C\c2cccc([N+](=O)[O-])c2)cc1 | -7.2 | 0.0
Fc1ccc(-n2c(-c3ccc4c(c3)OCO4)n[nH]c2=S)cc1Cl | -60.8 | -0.1
Cc1cccc(NC(=S)NC(=O)c2ccco2)n1 | -33.3 | 0.2
Cc1ccc(-c2nnc(SCC(=O)N/N=C/c3c(C)nn(-c4ccccc4)c3C)n2-c2ccc(C)cc2)cc1 | 9.1 | 0.1
COc1ccccc1/C=C/C(C)=O | 7.6 | 0.1
CCOC(=O)C1=C(COc2ccc(C)cc2)NC(=O)NC1c1cc(C)ccc1C (centres undefined) | 5.4 | 0.1
CCN(CC)S(=O)(=O)c1ccc(NC(=O)COC(=O)CCc2cc(OC)c(OC)c(OC)c2)cc1 | -13.1 | 0.3

Four of the entries above in order of the LGR2 antag value, falling:
compound	LGR2 antag
COc1ccccc1/C=C/C(C)=O	7.6
COC(=O)C1(C)CN(S(=O)(=O)c2ccc(C)cc2)c2cc(OC)ccc2C1=O (centres undefined)	7.4
COc1ccc(NC(=O)CSc2ncnc3c2sc2ccccc23)c(OC)c1	-10.9
CCN(CC)S(=O)(=O)c1ccc(NC(=O)COC(=O)CCc2cc(OC)c(OC)c(OC)c2)cc1	-13.1

(continued)
canonical_smiles | LGR2 antag | Xi reactivation
CCS(=O)(=O)N1CCN(c2ccc(C(=O)NC3C4CC5CC(C4)CC3C5)cc2[N+](=O)[O-])CC1 (centres undefined) | 13.9 | 0.5
O=C(N=Nc1c(O)[nH]c2ccccc12)c1cccs1 | -35.4 | 0.0
Cc1cs/c(=N\N=C\c2ccc(O)cc2)n1Cc1ccco1 | -35.3 | -0.1
O=S1(=O)CCC(NC(=S)Nc2ccc(Cl)cc2)C1 (centres undefined) | -6.4 | 0.0
O=c1[nH]c(N/N=C/c2ccccc2Br)nnc1-c1ccccc1 | -37.6 | -0.3
CC(C)CSC1=NSC2=NC(=O)/C(=C\c3coc4ccccc4c3=O)C(=N)N12 | -6.6 | 0.0
CCOc1cc(/C=N\NC(=O)CN2CCOCC2)ccc1OCc1ccc(F)cc1 | 2.6 | -0.1
Cc1cc(Cl)ccc1OCC(=O)OCC(=O)Nc1ccc(F)c([N+](=O)[O-])c1 | 1.9 | 1.8
CC1(c2ccccc2)CC(C)(C)N2C(=O)/C(=C3\SC(=S)NC3=O)c3cccc1c32 (centres undefined) | 9.8 | 0.0
CCC(CO)NCc1ccc(OCC(=O)Nc2cccc(C(F)(F)F)c2)c(OC)c1 (centres undefined) | 17.9 | 0.0

canonical_smiles | LGR2 antag | Xi reactivation
CCCCn1c(CNC(=O)C23CC4CC(CC(C4)C2)C3)nnc1SC(C)CC (centres undefined) | -5.1 | -0.3
CCC(C)c1ccccc1NC(=O)Cc1coc2cc3c(cc12)CCC3 (centres undefined) | 9.8 | -0.1
O=C(Nc1ccc(N=Nc2ccccc2)cc1)c1ccccc1Cl | -125.4 | 0.7
CN1CCN(NC(=S)NC2CCCCC2)CC1 | -9.2 | 0.0
O=C(Oc1cccc(/C=N/Nc2nc(Nc3ccccc3)nc(N3CCOCC3)n2)c1)c1ccco1 | -30.7 | 0.2
S=c1[nH]nc(-c2ccc(Cl)cc2)n1-c1ccc2c(c1)OCCO2 | 4.3 | 0.0
CN1C(=O)/C(=C/c2ccc3c(c2)OCO3)N=C1c1ccccc1 | -3.5 | 0.4
O=C(COC(=O)c1ccc(N2CCOCC2)c([N+](=O)[O-])c1)Nc1ccc2c(c1)OCO2 | 1.8 | -0.1
CCSc1ccc(C(=O)Nc2cccc(C)n2)cc1[N+](=O)[O-] | -1.0 | 0.0
COc1ccc(-c2csc(NC(=O)c3ccc(S(=O)(=O)N4CCc5ccccc5C4)cc3)n2)c(OC)c1 | 2.1 | 0.2

canonical_smiles | LGR2 antag | Xi reactivation
O=C(OC(C(=O)Nc1cc(Cl)cc(Cl)c1)c1ccccc1)C1=COCCO1 (centres undefined) | 5.0 | -0.1
CCOC(=O)C1C(=O)C=C(c2cccs2)CC1c1ccccc1C (centres undefined) | 1.7 | 0.0
CC1(C)CC(=O)C2=C(C1)N(c1ccc(Cl)cc1)C(=O)C2(O)C(F)(F)F (centres undefined) | 16.9 | 0.0
COc1cc([N+](=O)[O-])ccc1NC(=O)CC(C)C | 10.1 | 0.1
CC(=O)Nc1ccc2nc(-c3ccc(Br)o3)[nH]c2c1 | -35.5 | 0.0
CC1(C)COC(c2coc3ccccc3c2=O)OC1 | 21.7 | 0.1
Cc1ccc(N)c2c1OCCC2=O | 3.8 | 3.0
COc1ccc2c(c1)C1NC(=S)NC(C)(O2)C1C(=O)Nc1ccc(C)cc1C (centres undefined) | 13.5 | 0.0
CC1CC1C(=O)Nc1nc(-c2cccs2)c(-c2cccs2)s1 (centres undefined) | -12.7 | 0.0
NC1=NC(=Nc2cccc(Cl)c2)c2ccccc21 | -6.0 | 0.2

canonical_smiles | LGR2 antag | Xi reactivation
CCN(CC)CCNCc1ccc(OCc2ccc(Cl)nc2)c(OC)c1 | -4.9 | 0.1
CCOc1ccc(NC2=C(OC)C(=O)c3ccccc3C2=O)cc1 | 13.6 | -0.1
CCC(C)(C)c1ccc(OCCCC[n+]2ccc(C)cc2)c(C(C)(C)CC)c1 | 33.9 | 0.1
Cc1ccnc(SCC(=O)c2ccc(Br)cc2)c1C#N | -31.2 | 3.0
Cc1sc(NC(=O)c2ccccc2)c(C(c2ccccn2)N2CCN(CCO)CC2)c1C (centres undefined) | 14.5 | 0.2
Cc1cc(C)cc(CSCC(=O)NN=C2CCCCCC2)c1 | 8.4 | 0.3
O=C(/C(=C(\[O-])c1ccccc1)[n+]1ccc2ccccc2c1)c1ccccc1 | 1.9 | 0.0
c1ccc(SCCCCNC2CCCC2)cc1 | 2.0 | 0.0
CCN(CC)S(=O)(=O)c1ccc(NCC2COc3ccccc3O2)c([N+](=O)[O-])c1 (centres undefined) | -14.4 | 0.0
COC(=O)c1ccc(CSc2nc3ccc(S(=O)(=O)N4CCOCC4)cc3[nH]2)cc1 | -15.8 | 0.0
C/C(=N\NC(=O)c1ccc(C)cc1C)c1ccc(-n2ccnc2)cc1 | 1.0 | 0.0
CCCCNC(=O)CCCCC(=O)N/N=C/c1cccc(Cl)c1 | -7.8 | 0.4
CCCCc1ccc(N=N/C(C(=O)Nc2cc(OC)c(NC(C)=O)cc2OC)=C(/C)O)cc1 | 17.1 | 0.0
